ASM inhibitor: blocks human secretory acid sphingomyelinase. P17405. actives 0.006% (n = 340,000). Potency, µM (series often up to 57.5 µM), for inactives: at the highest dose activity change, negative = inhibition, hits mostly inhibitors. placental ASM, HMU-PC fluorogenic substrate, 60 min; note: potency is the fitted concentration of half-maximal effect
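HMU-PC0 cleavage (9 uM final) by human placental ASM, 60 min at 37 °C following 10 min compound exposure at RT; stopped at pH 10, fluorescence Ex 386/Em 447 nm.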
Menin MLL FP TR: menin-MLL binding inhibition, Texas Red mutant peptide | Potency, µM (titrated, usually from 61.6 µM), without a hit: at the top dose FP activity change, negative = inhibition, hits mostly inhibitors | AID 1768 | Menin + Texas Red MLL mutant peptide, fluorescence polarization | actives 0.23% (n = 270,000) | O00255; active = well fitted inhibition curve with a large enough effect in the polarisation, with a control signal flat, not every such curve was filed as active; inconclusive = small, poorly fitted or top-dose-only effect, or effect the other way, or a change in a side signal; inactive = no such curve, though single readings can be large or run the other way; the % refers to the polarisation; note: potency is the fitted concentration of half-maximal effect; % of control where 0% means no effect; many of its hits are not listed in these tables
Mito fusion yeast: blocks mitochondrial division or promotes mitochondrial fusion | S. cerevisiae fusion-defective mutant growth rescue, CellTiterGlo 48 h | Potency, µM (doses to about 46.1 µM), for the others: at the highest dose growth rescue (activation), most hits filed as activators | actives 0.23% (n = 320,000) | AID 485298;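 note: potency is the fitted concentration of half-maximal effect; % of control where 0% means no effect; nearly all actives have a fitted effect of over 45% in size; temperature-sensitive fusion mutants such as fzo1-1 at 37 °C on non-fermentable ethanol glycerol medium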
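Compounds are tested for their ability to restore growth of mitochondrial fusion-defective yeast strains at non-permissive 37C in YPEG medium over 48 hours. Viability is quantified by luciferase luminescence.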
Eya2 inh: inhibitors of human Eya2 phosphatase activity; recombinant Eya2, OMFP fluorescence dephosphorylation (OMFP is methylfluorescein phosphate); Potency, µM (highest dose often 76.9 µM), for the others: at the top dose activity, negative = inhibition, usual class: inhibitors; actives 0.006% (n = 330,000); note: potency is the fitted concentration of half-maximal effect; % is set by controls: 0 for no effect and ±100 for the full control effect
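Eya2 (0.2 uM) preincubated 10 min at ambient with compound, then OMFP substrate added at 50 uM; 10 min reaction in 50 mM HEPES pH 7.5, 50 mM NaCl, 5 uM MgCl2, 0.05% BSA, 1 mM DTT. Fluorescence read at Ex 485/Em 525 nm.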
USP2a block: blocks human ubiquitin-specific protease USP2a; O75604; actives 0.01% (n = 330,000); Potency, µM (titrated, usually from 38.3 µM), for the others: at the highest dose activity change, negative = inhibition, hits mostly inhibitors; USP2 core, Ub-CHOP2 coupled fluorogenic reporter, 485/531;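 note: potency is the fitted concentration of half-maximal effect; plate controls were DMSO wells for no effect and full inhibition by NEM control for full effect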
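USP2 core (10nM final) preincubated 30min RT with compound in 20mM Tris-HCl pH 8.0, 2mM CaCl2, 2mM beta-mercaptoethanol, 0.05% CHAPS; 25nM Ub-CHOP2 plus 25nM reporter substrate added, fluorescence (Ex485/Em531) read after 60min.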
Chronic BCR inh: inhibitors of chronic active B-cell receptor signaling; ABC-DLBCL IkBa-CBG/CBR reporter, luminescence ratio, 4 h; Potency, µM (top dose mostly 46.1 µM), without a hit: top-dose ratio change, negative = lower green/red ratio, actives largely listed as inhibitors; actives 0.05% (n = 340,000); active = well fitted inhibition curve with a large enough effect in the signal ratio, with a control signal flat, not every such curve was filed as active; inconclusive = small, poorly fitted or top-dose-only effect, or effect the other way, or a change in a side signal; the % refers to the signal ratio;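 note: potency is the fitted concentration of half-maximal effect; plate controls were basal doxycycline-induced cells for no effect and cells given 10 µM MG132 for full effect; MG132 reads +100%, hits lower the ratio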
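Doxycycline induced both beetle luciferases in TMD8 lymphoma cells; IKK-driven degradation limits the IkappaBalpha-fused green signal, while red luminescence normalises for cell number and nonspecific effects. Compounds tested up to 46 uM, 4 hrs.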
TSHR antag: human thyrotropin receptor antagonism | activity change, negative = inhibition, % at 11.5 µM | TSHR-expressing cells, TSH-stimulated cAMP HTRF, 2 h; active compounds read low | P16473 | actives 0.2% (n = 330,000);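 active = activity change below a set negative limit, meaning inhibition stronger than a set level, cut at about -70% in these data; inconclusive = activity change between two set negative limits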; note: % is set by controls: 0 for no effect and ±100 for the full control effect
Target sequence (P16473 whole entry, looked up): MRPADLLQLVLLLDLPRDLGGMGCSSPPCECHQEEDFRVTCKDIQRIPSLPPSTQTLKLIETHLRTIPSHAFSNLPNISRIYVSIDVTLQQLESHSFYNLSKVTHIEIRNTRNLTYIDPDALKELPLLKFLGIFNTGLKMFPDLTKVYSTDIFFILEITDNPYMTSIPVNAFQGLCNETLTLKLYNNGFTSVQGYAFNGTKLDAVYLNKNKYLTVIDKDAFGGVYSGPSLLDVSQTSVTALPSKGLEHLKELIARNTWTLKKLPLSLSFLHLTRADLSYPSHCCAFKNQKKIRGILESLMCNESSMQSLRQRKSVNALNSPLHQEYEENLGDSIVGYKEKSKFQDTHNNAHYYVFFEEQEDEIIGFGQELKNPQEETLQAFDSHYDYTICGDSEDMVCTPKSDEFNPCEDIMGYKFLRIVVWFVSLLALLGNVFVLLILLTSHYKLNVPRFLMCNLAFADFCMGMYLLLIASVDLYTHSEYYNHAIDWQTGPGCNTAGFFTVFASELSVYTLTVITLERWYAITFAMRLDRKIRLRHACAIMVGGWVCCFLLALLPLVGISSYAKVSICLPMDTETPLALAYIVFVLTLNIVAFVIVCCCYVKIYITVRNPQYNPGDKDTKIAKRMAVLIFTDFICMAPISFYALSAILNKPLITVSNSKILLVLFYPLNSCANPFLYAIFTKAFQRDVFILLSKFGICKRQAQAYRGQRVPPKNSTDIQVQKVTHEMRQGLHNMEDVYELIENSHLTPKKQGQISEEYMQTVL
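Freshly harvested TSHR cells receive pin-tooled compound, then EC80 TSH at 4nM final. After 2 hours at 37 deg C, antibody in lysis buffer and cAMP-d2 are added; 30 minutes at ambient temperature precede the HTRF read.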
GALK inhibitor: galactokinase (human) inhibition. Potency, µM (top dose mostly 57.5 µM), for the others: at the highest dose activity change, negative = inhibition, usual class: inhibitors. Purified GALK, Kinase-Glo residual ATP luminescence. P51570. actives 0.007% (n = 270,000); note: potency is the fitted concentration of half-maximal effect; % is set by controls: 0 for no effect and ±100 for the full control effect
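5 nM enzyme, 35 uM ATP, 100 uM galactose, 20 mM HEPES pH8.0, 5 mM MgCl2; 1 h RT; residual ATP by Kinase-Glo Plus luminescence, qHTS format.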
MBNL1 CUG block: blocks human MBNL1 binding to CUG repeat RNA; Q9NR56; TR-FRET MBNL1-His/biotin-(CUG)12 binding, 665/545 ratio; Potency, µM (top dose mostly 57.5 µM), for the others: top-dose activity change, negative = inhibition, usual class: inhibitors; actives 0.036% (n = 280,000); active = well fitted inhibition curve with a large enough effect in the signal ratio, with a control signal flat, not every such curve was filed as active; inconclusive = small, poorly fitted or top-dose-only effect, or effect the other way, or a change in a side signal; inactive = no such curve, though single readings can be large or run the other way; the % refers to the signal ratio; note: potency is the fitted concentration of half-maximal effect; % is set by controls: 0 for no effect and ±100 for the full control effect
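MBNL1-His + Biotin-(CUG)12, cpd titration 92 nM–58 uM; Tb anti-His Ab 0.055 ng/ul, SA-XL665 5 nM (final); 60 min RT; ratiometric 665/545 nm, Ex 340 nm; normalized to buffer and full-complex controls.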
PKM2 act: increases activity of human pyruvate kinase M2; P14618; actives 0.34% (n = 260,000); AID 1631; purified PKM2, Kinase-Glo ATP luminescence, activation; response scale: 0% is enzyme alone, no compound; Potency, µM (doses to about 57.5 µM), for the others: at the top dose activation, hits mostly activators; note: potency is the fitted concentration of half-maximal effect; % is set by controls: 0 for no effect and ±100 for the full control effect; nearly all actives have a fitted effect of over 55% in size
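hPK-M2, >95% pure; 0.1 mM ADP / 0.5 mM PEP final; imidazole pH7.2 buffer w/ 7 mM MgCl2, 50 mM KCl; 1 h RT; Kinase-Glo lum. Intermediate enzyme activity for dual inhibitor/activator qHTS.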
KCNH2 WT inh: KCNH2 (human, wildtype) channel inhibition | activity change, % at 1.84 µM | U2OS, BacMam KCNH2, thallium flux FluxOr; active compounds read low | AID 720551 | actives 0.37% (n = 340,000);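 active = maximum activity change below -70%; inconclusive = maximum activity change between -70% and -50%; inactive = maximum activity change above -50%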; note: % is set by controls: 0 for no effect and ±100 for the full control effect
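U2OS cells were transduced with wild-type KCNH2 virus (2.03 x 10^8 / mL) for 4 h at room temperature, then cultured overnight at 37 C. Thallium flux was read with FluxOr dye. Rate constants were normalized to DMSO controls.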
An asterisk follows results filed as active; ? = inconclusive; / = not tested or not shown; & = joins results of further samples. Unless noted, calls come from the whole dose curve; as a rule, active = well fitted curve in the direction sought with a large enough effect; inconclusive = small, poorly fitted or top-dose-only effect, or another doubt; inactive = no such curve, though single readings can be large; an effect the other way counts as inactive or inconclusive. An excerpt; count on the stated rates, not on these rows.

SMILES | ASM inhibitor | Menin MLL FP TR | Mito fusion yeast | Eya2 inh | USP2a block | Chronic BCR inh | TSHR antag | GALK inhibitor | MBNL1 CUG block | PKM2 act | KCNH2 WT inh
Cc1cc(Cl)ccc1NC(=S)NCC(O)c1ccccc1 (stereo not drawn) | -1% | 14% | -11% | -2% | 0% | 6% | -9 | 4% | 0% | -1% | -19
CCCCN(CC)CCCNC(=O)C1c2ccccc2C(=O)N(C)C1c1cn(C)c2ccccc12 (stereo not drawn) | 0% | 0% | 0% | 4% | 5% | ? | 13 | 0% | 1% | 1% | -2
CCOc1ccc(S(=O)(=O)NCCC(=O)N2CCCC(C)C2)cc1 (stereo not drawn) | 2% | / | 0% | -28% | 0% | 2% | 2 | / | / | / | 2
COc1ccc(CCNC(=O)CN(c2ccc(OC)cc2)S(C)(=O)=O)cc1 | 2% | -6% | -2% | 2% | -1% | -2% | -16 | -2% | -5% | -1% | -8
CS(=O)(=O)Nc1ccc(C(=O)N2CCN(c3ccccc3)CC2)cc1 | 0% | 16% | -3% | -9% | 1% | 0% | 1 | -1% | -7% | 1% | 21
Cc1ccc(C(=O)N/N=C\c2cccnc2)s1 | -1% | / | 0% | -5% | 4% | ? | 13 | -8% | 14% | -10% | -1
CCOc1ccccc1NC(=O)N1CCC(NC(=O)c2ccccc2C)CC1 | 1% | 3% | -1% | -7% | 0% | -1% | -6 | 4% | -3% | -5% | 7
O=C(Nc1ccc2c(c1)N(S(=O)(=O)c1cccs1)CCC2)c1c(F)cccc1F | -6% | / | 17% | 12% | 0% | ? | -14 | / | / | / | -2
O=C(COC(=O)CNC(=O)c1ccccc1)Nc1ccc(S(=O)(=O)N2CCOCC2)cc1 | -1% | 10% | -2% | 3% | 1% | 7% | 1 | 8% | -5% | -6% | -7
CC(/C=C/c1ccccc1)=N\NC(=O)Cn1cncn1 | 2% | / | -1% | -25% | 6% | ? | 0 | 0% | 13% | 1% | 2
CSCC[C@H](NC(=O)OC(C)(C)C)c1nnc(SCc2ccc(F)cc2)o1 | -1% | ? | -6% | -14% | -7% | 1% | -18 | 0% | 2% | -4% | -3
CN(C)c1ccnc(C(=O)O)c1 | 1% | -2% | -8% | 1% | 0% | 7% | 0 | -1% | -9% | 2% | -1
O=C(NC(=S)Nc1ccc(N2CCOCC2)cc1)c1cncc(Br)c1 | 2% | 8% | -5% | -4% | 1% | 0% | -3 | 0% | / | 1% | 1
Cc1cc(C)c(S(=O)(=O)Nc2ncn[nH]2)c(C)c1 | 3% | / | -1% | 4% | 3% | 1% | 3 | -2% | -4% | 1% | -13
COC(=O)c1cc(C(=O)N2CCN(c3ncccn3)CC2)cc([N+](=O)[O-])c1 | 5% | 10% | -2% | 13% | 2% | -2% | -1 | -3% | ? | 0% | -5
CC(=O)c1ccc(S(=O)(=O)Nc2ccc(C(=O)NCC(c3cccs3)N3CCOCC3)cc2)cc1 (stereo not drawn) | 0% | / | -2% | 9% | 2% | -11% | / | / | / | / | -4
Cc1cc(C)cc(NC(=O)/C=C/c2ccc([N+](=O)[O-])s2)c1 | -3% | 17% | 0% | 4% | 6% | ? | -8 | 0% | 13% | 1% | 2
OCCC1CN(CCCn2cccn2)CCN1Cc1ccccc1 (stereo not drawn) | 8% | 0% | -4% | 4% | 12% | 5% | 19 | 1% | 5% | 0% | 0
CCCCOc1cc(CC2CNC(=O)N2)ccc1OC (stereo not drawn) | 2% | 6%&0% | 2% | -7% | / | / | 2 | / | / | / | -12
CCOC(=O)C(C)Sc1ncnc2c1c(-c1ccccc1)cn2-c1ccc(OC)cc1 (stereo not drawn) | -2% | 6% | 9% | -7% | 0% | 6% | -16 | 0% | -5% | 1% | 19
Cc1cc(OCC(=O)NC(C)C)ccc1Cl | 4% | -8% | -4% | -2% | 4% | 6% | -1 | 1% | 0% | 10% | -16
COc1cc(C)ccc1OCCOCCOc1ccccc1Br | -6% | -1% | 2% | 5% | -1% | 7% | -10 | -4% | -2% | -3% | -18
Cc1nc(CNS(=O)(=O)c2ccc(Oc3ccccc3)cc2)cs1 | 2% | -18% | 9% | -3% | -2% | 1% | -30 | -1% | -2% | -1% | -5
Cc1ccc(S(=O)(=O)NC2c3cccc4cccc(c34)C2Sc2nc(C)cc(C)n2)cc1 (stereo not drawn) | -4% | -3% | ? | -7% | 0% | 6% | 13 | -2% | -2% | -1% | 4
O=C(NCCN1CCCCC1)Nc1cccc(F)c1 | 0% | 7% | 0% | -4% | 4% | -1% | -3 | -7% | 0% | 1% | 5

(further entries)
SMILES | ASM inhibitor | Menin MLL FP TR | Mito fusion yeast | Eya2 inh | USP2a block | Chronic BCR inh | TSHR antag | GALK inhibitor | MBNL1 CUG block | PKM2 act | KCNH2 WT inh
CCCOc1ccc(C(=O)N2CCCC2C(=O)O)cc1 (stereo not drawn) | -9% | 7% | -1% | -15% | 1% | 3% | 10 | 1% | 4% | -5% | -4
NS(=O)(=O)c1ccc(NC(=O)COC(=O)COc2ccc(Cl)cc2)cc1 | -23% | 19% | -8% | -2% | 0% | 1% | 7 | -1% | -9% | -6% | 1
NCC12CC3CC(C1)CC(CN)(C3)C2 | 4% | -5% | 0% | 13% | 3% | 2% | -3 | 0% | 3% | 3% | 7
C#CCN1C(=O)C(O)(CC(=O)c2ccc(OC)c(OC)c2)c2ccccc21 (stereo not drawn) | 1% | 0% | -4% | 0% | -1% | 2% | 8 | 0% | 4% | -6% | -10
CN1C2CCC1CC(NC(=O)CSCc1ccc(Cl)cc1Cl)C2 (stereo not drawn) | 1% | / | -3% | -20% | 1% | 0% | 5 | -2% | -7% | -6% | 47
O=C(Nc1nccs1)C1CCCCN1S(=O)(=O)c1ccccc1 (stereo not drawn) | -6% | / | 0% | -22% | 0% | -3% | 2 | 8% | -10% | 1% | -6
N=c1sccn1CC(=O)Nc1ccc([N+](=O)[O-])cc1Cl | -3% | / | 11% | -4% | 6% | ? | 4 | -1% | ? | -6% | 0
O=C(CCCCCN1C(=O)c2cccc3cccc(c23)C1=O)NCc1ccco1 | 20% | / | -13% | ? | 0% | ? | 9 | 2% | ? | -11% | 0
COc1ccc(NC(=O)c2cccc3cccnc23)cc1S(N)(=O)=O | -1% | ? | 0% | -1% | 8% | -25% | 9 | 3% | 7% | / | -4
COc1ccc(CNC2CC(C)N(C)CC2C)cc1OC (stereo not drawn) | 2% | -8% | 2% | -1% | 4% | 0% | 0 | 5% | -11% | -1% | 2
NCC(=O)c1cccc2ccc[n+]([O-])c12 | -1% | 0% | -22% | ? | 3% | -6% | 19 | -2% | ? | 1% | -7
O=C(Nc1cc(S(=O)(=O)N2CCCC2)ccc1Cl)c1ccncc1 | -2% | / | / | 11% | 6% | -5% | / | / | / | / | -2
Cn1c(=O)c2c(nc(SCC(=O)c3ccc(F)cc3)n2C)n(C)c1=O | -2% | -16% | -4% | -6% | -1% | 8% | -4 | -1% | 1% | 23% | -12
Cc1ccc(C)c(NC(=O)CCc2nnc3ccc(NCc4ccco4)nn23)c1 | -1% | 7% | 8% | 8% | 2% | -23% | -12 | -1% | -4% | / | 2
Cc1cc(C(=O)CSc2nnc(Cc3ccccc3)o2)c(C)n1Cc1ccc2c(c1)OCO2 | -2% | ? | 13% | -18% | -5% | ? | -16 | 2% | ? | 12% | -2
Cc1ccc(S(=O)(=O)NCc2ccccc2)cc1C(=O)NCC(C)(C)N1CCOCC1 | -1% | / | -6% | 10% | -7% | 9% | -3 | / | / | / | 6
O=C(c1ccco1)N1CCN(S(=O)(=O)c2cccc([N+](=O)[O-])c2)CC1 | 2% | 10% | -3% | 1% | 0% | -2% | 8 | 7% | ? | 1% | -10
O=C(NCC1CCCO1)C1CC(=O)N(C2CCCCCC2)C1 (stereo not drawn) | -2% | 4% | 0% | 1% | 1% | 0% | 19 | 2% | 1% | -6% | 7
